Screening results from PubChem.
F508del corr: correctors of CFTR F508del function in bronchial epithelial cells. CFBE cells, YFP halide quenching; stimulated with forskolin plus potentiator P3; % fluorescence drop versus neutral controls. 350,000 tested, 0.36% active. activity (quench increase), % at 7.58 µM;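 active = mean added fluorescence quench of at least 8% versus neutral control, with both replicates also reaching 8%; inconclusive = only one of the mean or replicate conditions met; inactive = mean below 8% and not both replicates reaching 8%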;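 note: cells transiently co-express mutant CFTR-F508del with the halide-sensitive YFP; corrector assay measuring rescue of mutant channel to the surface after 24 h compound exposure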
Casp6 inh: blocks human caspase-6 cleavage activity; P55212; AID 686996; purified caspase-6, Z-VEID-R110 cleavage fluorescence; inhibition, % at 12.5 µM; 350,000 tested, 0.53% active;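 active = mean inhibition across replicates at least about 35%, with every replicate also reaching that limit, limit read from the data; inconclusive = only one of the two criteria met; inactive = neither criterion met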;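 note: 0% = median of neutral control wells and 100% = no fluorescence left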
XiGFP reactiv: activators of X-chromosome reactivation in mouse fibroblasts; XiGFP mouse fibroblasts, % GFP-positive cells imaging, 3 d; cells co-treated with 5-aza-dC sensitizer; scaled so ellipticine positive control = 100%; activation, % at 7.58 µM; 360,000 tested, 0.055% active; AID 743238;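 active = mean normalized replicate activation at least 10% and every replicate at or above 10%; inconclusive = only one of the two criteria met; inactive = mean below 10% and not all replicates reach 10%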;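 note: 0% = median of on-plate neutral control wells and 100% = ellipticine 6 µM median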
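Material: XiGFP fibroblasts, SV40-immortalized. Buffer or medium: DMEM plus 5-aza-dC sensitizer. Compound: single concentration per compound, delivered by pin transfer. Times: 3 days compound exposure. Controls: ellipticine 6 µM.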
INS-1E GSIS act: GLuc luminescence reporter in INS-1E cells, primary screen for activators of glucose-dependent secretion of insulin; INS-1E GLuc reporter insulin secretion, 2-3 h; activation, % at 16.6 µM; 370,000 tested, 0.61% active;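 active = lowest replicate activation of at least 40%, so every replicate reaches that level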;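 note: 0% = median of neutral control wells and 100% = median of IBMX positive control wells; some compounds called inactive have numbers as strong as hits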
RAD54 inh: blocks human RAD54 Holliday junction branch migration; FAM/BHQ fluorescence; inhibition, % at 10.4 µM; 360,000 tested, 0.14% active; AID 602329;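 active = mean normalized replicate activity at least 40 and at least half of replicates scoring 40 or more; inconclusive = only one of the two criteria met; inactive = mean below 40 and under half of replicates reaching 40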;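 note: 0% = median of neutral control wells and 100% = median of positive control wells; inhibitors cause a drop in the FAM fluorescence signal; in these data hits start at about 50%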
DENV2 CPE: protects cells from dengue virus 2 cytopathic effect | CPE inhibition, % at 9.99 µM | DENV2-infected cells, cytopathic effect rescue, plate reader | 350,000 tested, 1.7% active; in the data active = CPE inhibition above about 20%, passing the limit was not always enough; inconclusive = no clear call, values can overlap the other calls; tested in BHK-21 cells;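 note: 0% = median of neutral control wells and 100% = median of positive control wells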
RAD52 anneal inh: inhibitors of human RAD52 DNA annealing; 360,000 tested, 0.46% active; recombinant RAD52 DNA annealing, FRET fluorescence; inhibition, % at 18.7 µM; P43351; AID 651710;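 active = every replicate showing at least 50% inhibition; inconclusive = mean inhibition at least 50% but not in every replicate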
Target sequence (P43351 whole entry, looked up): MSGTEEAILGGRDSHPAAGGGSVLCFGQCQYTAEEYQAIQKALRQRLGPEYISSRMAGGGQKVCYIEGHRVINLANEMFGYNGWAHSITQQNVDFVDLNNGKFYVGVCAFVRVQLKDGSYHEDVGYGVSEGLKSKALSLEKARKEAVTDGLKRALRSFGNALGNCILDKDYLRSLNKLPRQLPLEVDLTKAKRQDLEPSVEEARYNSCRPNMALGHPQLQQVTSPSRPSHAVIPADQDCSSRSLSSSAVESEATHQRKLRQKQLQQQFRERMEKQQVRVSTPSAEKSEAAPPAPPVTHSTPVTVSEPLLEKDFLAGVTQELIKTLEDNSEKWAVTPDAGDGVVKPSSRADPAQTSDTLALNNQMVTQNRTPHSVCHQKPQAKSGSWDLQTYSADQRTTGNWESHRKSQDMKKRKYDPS
E-selectin induc: induces E-selectin expression in human endothelial cells; activation, % at 7.58 µM; HUVEC E-selectin immunofluorescence imaging; normalized: neutral wells 0, TNF-alpha wells 100; P16581; 260,000 tested, 0.37% active;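 active = mean E-selectin-positive cell signal at least 10% of the positive control, reached in at least 60% of replicates, without over 20% cell loss; inconclusive = no rule given, readout overlaps actives, possibly toxicity-flagged; inactive = the rest, including those meeting only one limit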;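 note: in these data hits start at about 27%; measured in HUVEC primary endothelial cells; signal is the percent of cells scored E-selectin positive by PE staining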
Target sequence (P16581 whole entry, looked up): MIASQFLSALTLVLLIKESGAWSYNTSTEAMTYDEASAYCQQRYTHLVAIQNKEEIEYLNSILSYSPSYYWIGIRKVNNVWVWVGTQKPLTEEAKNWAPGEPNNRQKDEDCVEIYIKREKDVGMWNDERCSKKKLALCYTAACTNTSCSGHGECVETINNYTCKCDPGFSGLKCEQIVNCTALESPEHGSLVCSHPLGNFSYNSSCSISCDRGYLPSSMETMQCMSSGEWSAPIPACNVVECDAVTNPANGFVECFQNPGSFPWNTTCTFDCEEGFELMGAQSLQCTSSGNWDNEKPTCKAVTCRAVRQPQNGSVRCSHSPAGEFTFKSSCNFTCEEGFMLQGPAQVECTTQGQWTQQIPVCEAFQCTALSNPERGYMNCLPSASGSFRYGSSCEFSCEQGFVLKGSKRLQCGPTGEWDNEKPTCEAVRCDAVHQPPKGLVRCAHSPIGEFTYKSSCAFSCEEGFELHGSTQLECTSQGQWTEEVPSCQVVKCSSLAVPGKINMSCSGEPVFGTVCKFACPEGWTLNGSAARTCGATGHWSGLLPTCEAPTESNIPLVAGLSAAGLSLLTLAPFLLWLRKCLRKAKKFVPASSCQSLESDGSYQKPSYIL
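Test system – human umbilical vein endothelial cells (HUVEC), E-selectin induction · Input – 3,000 HUVEC seeded per well · Buffer or medium – EGM-2, gelatin · Compound dosing – single-point compound dose · Detection – immunofluorescence imaging · Measure – percent E-selectin-positive cells · Controls – TNF-alpha high, DMSO low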
Active calls of the source: *; ? = inconclusive; . = not tested or not shown.

SMILES	F508del corr	Casp6 inh	XiGFP reactiv	INS-1E GSIS act	RAD54 inh	DENV2 CPE	RAD52 anneal inh	E-selectin induc
NS(=O)(=O)c1ccc(NC(=O)/C=C/c2ccccc2Cl)cc1	5.5	0.8	-0.1	-4.5	-2.3	7.1	-5.0	.
C[C@H](CO)N1C[C@H](C)[C@H](CN(C)C(=O)NC2CCCCC2)Oc2c(NC(=O)c3ccc(-c4nccs4)cc3)cccc2C1=O	-1.8	-0.4	-0.8	13.9	4.1	?	-4.1	1.4
COc1ccc(-c2cnc3c(c2)C(=O)N([C@@H](C)CO)C[C@H](C)[C@H](CN(C)C(=O)C2CCCCC2)O3)cc1	2.0	7.7	-1.1	-6.4	0.4	3.3	1.6	1.2
CNC(=O)c1ccsc1NC(=O)c1ccc(S(=O)(=O)N2CCOCC2)cc1	.	.	0.2	3.3	7.4	.	.	-0.5
C#CCN(Cc1ccco1)C(=O)c1cc(COc2cccc3cccnc23)on1	-4.6	4.4	-0.1	13.6	-5.3	8.8	-18.6	0.4
CC1CC(C)CN(C(=O)C2CCCN(S(=O)(=O)c3cnc[nH]3)C2)C1 (centres undefined)	2.1	0.4	0.1	16.2	4.5	1.7	-11.3	-0.2
Cc1cc[n+](CC(=O)c2ccc3c(c2)OCCO3)cc1	1.6	-9.3	0.0	1.0	5.0	.	-19.4	.
COc1ccccc1OCCNC(=O)C1CCCCC1	-0.1	-2.8	5.2	-9.6	8.8	0.8	-1.6	0.4
CCc1nnc(NC(=O)CSc2nnc3ncccn23)s1	-0.9	4.6	.	17.0	-3.7	7.3	-18.0	.
C[C@H](NC(=O)C[C@@H]1CC[C@H]2[C@@H](COC[C@@H](O)CN2Cc2cc(F)ccc2F)O1)c1ccccc1	0.5	-1.4	0.0	-4.3	5.7	-2.5	-14.5	-0.1
CCCCNC(=O)N(O)C1N(/N=C/c2ccccc2OC)C(=S)SC1(C)C (centres undefined)	-0.4	1.4	-0.1	-9.9	0.7	1.0	-5.3	-0.1
Cc1ccc(CSc2nnc(NC(=O)C3=COCCO3)s2)cc1	-0.8	3.2	0.1	4.7	-1.6	-8.2	-15.1	-0.5
O=C(COC(=O)c1ccc(O)cc1O)Nc1ccc2c(c1)OCCO2	-2.7	-0.5	0.0	5.1	-5.2	-0.3	-13.0	.
CN(C(=O)COC(=O)CNC(=O)c1cccs1)c1c(N)n(Cc2ccccc2)c(=O)[nH]c1=O	-0.7	-0.5	-0.1	15.9	5.0	6.5	-10.2	.
Cc1ccc(S(=O)(=O)N[C@H]2C=C[C@H](CC(=O)NCc3ccc(Cl)c(Cl)c3)O[C@H]2CO)cc1	1.2	0.1	1.1	-13.1	1.0	1.0	7.3	-0.2

Arranged by length of the SMILES (smallest number first): three of the compounds above
SMILES	F508del corr	Casp6 inh	XiGFP reactiv	INS-1E GSIS act	RAD54 inh	DENV2 CPE	RAD52 anneal inh	E-selectin induc
CCCCNC(=O)N(O)C1N(/N=C/c2ccccc2OC)C(=S)SC1(C)C (centres undefined)	-0.4	1.4	-0.1	-9.9	0.7	1.0	-5.3	-0.1
CNC(=O)c1ccsc1NC(=O)c1ccc(S(=O)(=O)N2CCOCC2)cc1	.	.	0.2	3.3	7.4	.	.	-0.5
CC1CC(C)CN(C(=O)C2CCCN(S(=O)(=O)c3cnc[nH]3)C2)C1 (centres undefined)	2.1	0.4	0.1	16.2	4.5	1.7	-11.3	-0.2

Next entries
SMILES	F508del corr	Casp6 inh	XiGFP reactiv	INS-1E GSIS act	RAD54 inh	DENV2 CPE	RAD52 anneal inh	E-selectin induc
Cc1cccc(C(=O)N2CCC(=O)N(C(COCc3cccc(C(F)(F)F)c3)Cc3ccccc3)CC2)c1 (centres undefined)	0.5	1.8	0.0	-55.3	-0.6	-0.1	-22.7	-0.1
CC(=O)N1CC2(C1)[C@H](c1ccccc1)[C@H](CO)N2Cc1ccccc1F	-0.4	.	0.0	-7.0	.	-11.1	-7.7	-0.3
O=C(NNC(=O)c1ccc(Oc2ccc(C3SCCS3)cc2)o1)c1ccc(Cl)cc1	0.1	14.6	0.3	.	.	10.5	-5.1	.
C[C@@H]1CN([C@@H](C)CO)C(=O)c2cc(NS(=O)(=O)c3ccccc3)ccc2O[C@@H](C)CCCCO[C@H]1CN(C)C(=O)Cc1ccccc1	1.4	2.0	0.0	-17.1	7.7	-5.6	-11.4	-0.3
Cc1cc(C)c2c(c1)OC(=O)CC2c1ccccc1C (centres undefined)	1.2	3.9	-0.1	1.7	0.2	-0.9	-14.7	8.4
CC(=O)c1sc(=S)n(-c2ccc(Cl)cc2)c1C	-2.0	0.7	0.2	1.2	.	.	-11.7	.
Cc1cc(Br)ccc1NC(=O)CNC(=O)c1ccc(-n2cncn2)c([N+](=O)[O-])c1	-3.0	5.0	0.4	-1.0	4.8	4.4	-4.5	.
Cc1cc([N+](=O)[O-])nn1CC(=O)N/N=C/c1ccccc1Br	2.3	1.7	0.1	-6.7	.	-5.9	-12.3	11.0
COC(CNC(=O)c1ccc2c(c1)ncn2C1CCCCCC1)OC	1.6	-0.8	0.1	-11.6	-7.6	6.2	6.0	-0.5
O=C(CCCN=C1NS(=O)(=O)c2ccccc21)OCc1ccc(F)cc1	-0.7	0.3	0.1	-9.0	.	-0.2	-7.6	.
CC(=O)N1CCN(S(=O)(=O)c2cccc(C(=O)N(Cc3ccccc3)c3cccc(C)c3)c2)CC1	-1.7	-94.8	-0.1	1.9	0.0	-2.9	-3.6	-0.2
CCCN(CC(=O)Nc1ccc(F)c(F)c1F)C(=O)c1ccc2c(=O)n3c(nc2c1)CCC3	-0.6	-0.2	0.0	8.7	0.4	3.4	-0.1	0.3
COc1ccccc1CNC(=O)C1CCC(CNS(=O)(=O)c2ccc(C)cc2)CC1 (centres undefined)	1.2	-3.3	0.1	-8.9	4.0	4.5	-14.0	.
CC1(C(=O)Nc2cnc3ccccc3c2)CCN1Cc1ccc(OC(F)(F)F)cc1 (centres undefined)	3.2	-1.3	0.4	-24.1	13.6	-4.2	-11.0	-0.2
COc1cccc(S(=O)(=O)N(C)C[C@H]2Oc3cc(C4=CCCC4)ccc3S(=O)(=O)N([C@@H](C)CO)C[C@H]2C)c1	2.5	3.0	-0.2	9.2	0.8	-8.0	7.2	0.2
CN(C)C(=O)C[C@H]1CC[C@@H]2[C@@H](COc3ccc(NC(=O)c4cnccn4)cc3C(=O)N2C)O1	0.1	-0.5	-0.1	-3.0	8.2	.	2.0	0.0
CCOc1ccc(CCNC(=O)c2cc(S(=O)(=O)N3CCOCC3)ccc2C)cc1OCC	2.1	-2.3	-0.1	-7.6	.	-0.7	-12.8	2.0
CC(=O)N[C@@H](Cc1ccc(O)cc1)CN1C(N)=NC[C@@H]1CC(C)C	0.2	-2.1	0.1	10.8	-16.7	-7.5	2.0	-0.2
COC(=O)C1CCN(C2CC(=O)N(c3cc(C)cc(C)c3)C2=O)CC1 (centres undefined)	-5.8	-0.7	0.0	-6.4	.	-3.1	-12.5	.
CC(C)(C)CN1CCN(CCCc2ccccc2)C(CCO)C1 (centres undefined)	1.9	2.3	-0.1	-8.7	-2.6	1.5	7.0	0.0
CCN(CC)CCN(C(=O)c1ccc2ccccc2c1)c1nc2ccc(F)cc2s1	1.4	-5.8	0.1	-6.3	-13.0	0.0	-16.6	.
O=C(C1CC1)N1[C@H](CO)[C@@H](c2ccccc2)C12CN(CCC(F)(F)F)C2	-0.8	-0.5	0.3	-16.5	.	-4.2	-82.6	0.1
O=C(c1ccc(Cl)c(S(=O)(=O)N2CCCCC2)c1)N1CCCCC1	0.0	-6.7	0.4	-22.3	-1.8	-4.9	-3.1	-0.1
CCS(=O)(=O)Nc1ccc2c(c1)C(=O)N(C)C[C@@H](OC)[C@@H](C)CN(C)[C@@H](C)CO2	3.0	3.2	-0.4	6.1	-9.7	-7.7	3.3	0.2
COc1ccccc1-c1ccc2c(c1)O[C@@H](CN(C)C(=O)c1cccnc1)[C@H](C)CN([C@@H](C)CO)S2(=O)=O	-2.3	4.1	-0.2	4.5	10.1	7.1	9.7	0.1
O=C(C1CC1)N1[C@H](CO)[C@@H]2c3ccccc3NC[C@@H]21	-2.4	-4.7	0.0	2.6	-5.2	.	-0.8	0.0
COc1ccc2cc(C(=O)C3CCCN(C(=O)c4csnn4)C3)ccc2c1 (centres undefined)	-0.3	0.8	0.2	9.3	.	1.2	-15.5	.
O=C(NCc1ccccn1)Nc1ccc(Cl)cc1	-1.2	-1.2	-0.1	4.5	2.1	0.9	-11.8	1.0
CNC(=S)N(CCc1c(C)[nH]c2ccccc12)Cc1cc(OC)c(OC)c(OC)c1	2.3	2.6	0.0	-5.1	-4.6	-7.3	-10.6	-0.3
c1ccc(CSc2ccc3nnc(-c4ccccn4)n3n2)cc1	-0.3	-2.4	0.2	-8.1	.	-3.3	-10.5	0.0
C[C@H]1CN([C@@H](C)CO)C(=O)c2cccc(NS(=O)(=O)c3ccccc3)c2O[C@@H]1CN(C)Cc1ccc2c(c1)OCO2	1.4	-0.4	-0.2	13.2	-8.3	3.5	1.2	0.2
O=C(CN(CC1CCCO1)C(=O)CNS(=O)(=O)c1ccccc1)NCc1ccco1 (centres undefined)	3.4	-0.5	0.0	11.5	.	.	-3.7	.
N#C/C(=C\c1cc(Br)ccc1F)C(=O)NC1CC1	3.4	1.4	0.0	4.8	-4.4	1.5	4.2	0.1
COc1ccccc1CCNC(=O)C(=O)NCC1OCCN1S(=O)(=O)c1ccc(Cl)cc1 (centres undefined)	-3.1	-2.0	-0.3	-10.0	5.0	2.6	-101.5	0.0
O=C(C1CCN(Cc2ccc(F)cc2)CC1)N1CCN(C/C=C/c2ccccc2)CC1	-1.2	-12.6	0.1	6.1	.	3.7	2.0	.
C[C@@H]1CN([C@@H](C)CO)C(=O)c2cc(NC(=O)CCCN(C)C)ccc2O[C@H]1CN(C)C(=O)Nc1ccc2c(c1)OCO2	1.0	4.7	0.3	8.2	.	-0.9	-15.6	-2.7
CCCC[C@@H]1C[C@H]1[C@@H](NC(=O)c1ccco1)c1ccc(C(=O)OC)cc1	-3.7	1.3	0.1	-5.3	.	-5.9	-28.9	-0.2
CC(C)c1ccc(NC(=O)Cn2ncc3ccccc32)cc1	0.4	-6.3	0.2	-30.0	-7.3	12.9	-6.8	.
C[C@@H]1CN([C@H](C)CO)C(=O)c2cc(Br)cnc2O[C@H]1CN(C)C(=O)NC1CCCC1	2.3	-1.1	-0.2	10.7	-6.8	-7.6	-4.0	-0.3
COc1cccc(NC(=O)c2ccc(NCCCN3CC(C)CC(C)C3)c([N+](=O)[O-])c2)c1 (centres undefined)	3.8	-5.9	0.2	-22.9	.	.	22.4	-1.5
CC1=C(C(=O)N(C(C)C)C(C)C)CC(CC(=O)NCc2ccco2)C(=O)N1CCCN1CCCC1=O (centres undefined)	0.8	1.0	.	1.0	2.0	-4.3	-0.4	0.0
C[C@@H]1CN([C@@H](C)CO)C(=O)c2cc(-c3cccc(C#N)c3)cnc2O[C@H]1CN(C)C(=O)C1CCCCC1	-1.5	4.8	0.1	-6.9	-8.9	-4.4	-11.5	0.2
